Abeta rescue: qHTS for compounds that reverse cellular toxicity of Amyloid beta (A-beta) peptide in yeast: Primary Screen | yeast expressing A-beta42, growth rescue, OD600, 48 h; response scale: 0% DMSO, 100% iron-clioquinol control | Potency, µM (highest dose often 46.1 µM), inactives show at the top dose growth rescue, hits mostly activators | 0.063% of 410,000 active | AID 1347071, 2019; note: potency is the fitted concentration of half-maximal effect; nearly all actives have a fitted effect of over 55% in size
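Yeast A-beta toxicity model in growth medium with pinned compounds, 48 h at 30 C; growth read as absorbance at 600 nm. Normalized to FeCl3/clioquinol equimolar mix (positive) and DMSO (negative).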
TDP43 rescue: qHTS of TDP-43 Inhibitors; TDP-43 expressing yeast growth rescue, BacTiter-Glo, 24 h; 1.8% of 410,000 active; AID 652104, 2013; Potency, µM (titrated, usually from 46.1 µM), for inactives: at the highest dose growth rescue (activation), actives largely listed as activators; note: potency is the fitted concentration of half-maximal effect; % of control where 0% means no effect; nearly all actives have a fitted effect of over 50% in size
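Readout is BacTiter-Glo luminescence of cell growth, so inhibitors register as activators. TDP-43-expressing yeast at OD600=0.02 in galactose medium, after raffinose pregrowth to mid-log, were incubated with compound for 24 hr at 30 deg C.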
GLP1R inv ag: qHTS of GLP-1 Receptor Inverse Agonists (Inhibition Mode) | HEK293 GLP-1R CRE-luciferase, luminescence, 24 h; GLP-1R form is constitutively active | Potency, µM (series often up to 38.3 µM), for inactives: at the top dose activity change, negative = inhibition, usual class: inhibitors | 1.6% of 410,000 active | Glucagon-like peptide 1 receptor (Homo sapiens), P43220 | AID 624417, 2012; note: potency is the fitted concentration of half-maximal effect; % is set by controls: 0 for no effect and ±100 for the full control effect; nearly all actives have a fitted effect of over 55% in size
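HEK293 cells stably co-expressing constitutively active GLP-1R and a cAMP-responsive luciferase reporter were seeded in DMEM with 10% Nu serum, given compounds after 12 h, and incubated 24 h at 37 deg C. Luminescence was then read.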
aSyn yeast inh: qHTS of alpha-syn Inhibitors. Potency, µM (series often up to 46.1 µM), without a hit: top-dose growth rescue (activation), most hits filed as activators. Yeast expressing alpha-synuclein, growth rescue, BacTiter-Glo, 24 h. 0.14% of 370,000 active; note: potency is the fitted concentration of half-maximal effect; % of control where 0% means no effect; nearly all actives have a fitted effect of over 65% in size
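Rescue of yeast growth: cells expressing toxic alpha-synuclein, induced in galactose at OD600 0.02, incubated with compound 24 h at 30 C. ATP luminescence quantified growth; inhibitors of toxicity appear as activators.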
DRD3 antagonist: qHTS of D3 Dopamine Receptor Antagonist: qHTS. 2.5% of 360,000 active. D3R cells, DiscoveRx beta-arrestin luminescence, antagonist mode; stronger effect = lower value. max response, negative = inhibition, %; in the data active = max response below about -50%; inconclusive = no clear call, values can overlap the other calls; note: % is set by controls: 0 for no effect and ±100 for the full control effect; mostly tested at two doses, the higher about 12 µM
Target sequence (P35462 whole entry, looked up): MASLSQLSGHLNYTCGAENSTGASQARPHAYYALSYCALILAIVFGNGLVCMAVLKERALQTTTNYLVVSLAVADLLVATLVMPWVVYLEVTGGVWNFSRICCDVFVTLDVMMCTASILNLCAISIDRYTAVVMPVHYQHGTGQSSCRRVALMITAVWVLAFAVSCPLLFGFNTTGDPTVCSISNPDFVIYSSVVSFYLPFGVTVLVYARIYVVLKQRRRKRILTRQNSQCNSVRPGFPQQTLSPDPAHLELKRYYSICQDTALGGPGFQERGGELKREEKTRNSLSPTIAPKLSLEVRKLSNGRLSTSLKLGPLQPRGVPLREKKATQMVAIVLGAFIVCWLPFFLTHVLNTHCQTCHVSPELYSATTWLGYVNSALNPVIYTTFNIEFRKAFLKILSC
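Cells expressing the human receptor were seeded at 1500 cells/well, incubated overnight at 37 degrees C in 5% CO2, then exposed to library compounds with dopamine controls for 90 minutes at 37 degrees C before luminescent detection.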
GLP1R ag: qHTS of GLP-1 Receptor Agonists; Glucagon-like peptide 1 receptor (Homo sapiens), P43220; HEK293 GLP-1R CRE-luciferase, luminescence, 4-6 h; cells express a hypersensitive GLP-1R form; Potency, µM (highest dose often 45.6 µM), for the others: at the top dose activation, usual class: activators; 0.007% of 380,000 active; AID 624172, 2012; note: potency is the fitted concentration of half-maximal effect; % of control where 0% means no effect
FUS yeast rescue: qHTS for Suppressors of FUS Proteinopathy: Primary screen using FUS-linked yeast assay; AID 1347120, 2019; S. cerevisiae FUS-expressing, growth rescue, OD600, 24 h; Potency, µM (highest dose often 76.6 µM), without a hit: at the highest dose growth rescue (activation), actives largely listed as activators; 0.24% of 390,000 active;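 note: potency is the fitted concentration of half-maximal effect; plate controls were DMSO vehicle for no effect and reference control for full effect; nearly all actives have a fitted effect of over 55% in size; some results filed as inactive show a strong effect at the top dose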
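Restored growth of FUS-toxic S. cerevisiae, read as 600 nm absorbance after 24 h at 30C in galactose medium (starting OD 0.005). Controls CP55940 and DMSO.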
Akt phos inh: HTS Assay for Inhibitors of Akt Phophorylation: Primary Screen; activity change, % for hits at 50 µM; Neuro2A IGF-stimulated pAkt S473 HTRF, 20 min; stronger effect = lower value; 0.32% of 360,000 active; in the data active = activity change below about -80%; inconclusive = mostly about -51% to -80%; note: % is set by controls: 0 for no effect and ±100 for the full control effect
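Single-point screen (50 µM final compound) in Neuro2A cells stimulated 20 min with 6 nM IGF at 37 deg C. After lysis, Ser473-phosphorylated Akt read by HTRF (ex 330 nm, em 615/665 nm) as the 665/615 ratio.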
PTHR1 agonist: qHTS for PTHR1 Agonists: Primary Screen. HEK293 GP2 PTHR1 cells, GloSensor cAMP luminescence, 1 h. Potency, µM (series often up to 115 µM), for inactives: at the top dose activation, most hits filed as activators. 0.075% of 410,000 active. Parathyroid hormone/parathyroid hormone-related peptide receptor (Homo sapiens), Q03431; note: potency is the fitted concentration of half-maximal effect; nearly all actives have a fitted effect of over 55% in size; some results filed as inactive show a strong effect at the top dose; inactives centre near -15; many of its hits are not listed in these tables
Target sequence (Q03431 whole entry, looked up): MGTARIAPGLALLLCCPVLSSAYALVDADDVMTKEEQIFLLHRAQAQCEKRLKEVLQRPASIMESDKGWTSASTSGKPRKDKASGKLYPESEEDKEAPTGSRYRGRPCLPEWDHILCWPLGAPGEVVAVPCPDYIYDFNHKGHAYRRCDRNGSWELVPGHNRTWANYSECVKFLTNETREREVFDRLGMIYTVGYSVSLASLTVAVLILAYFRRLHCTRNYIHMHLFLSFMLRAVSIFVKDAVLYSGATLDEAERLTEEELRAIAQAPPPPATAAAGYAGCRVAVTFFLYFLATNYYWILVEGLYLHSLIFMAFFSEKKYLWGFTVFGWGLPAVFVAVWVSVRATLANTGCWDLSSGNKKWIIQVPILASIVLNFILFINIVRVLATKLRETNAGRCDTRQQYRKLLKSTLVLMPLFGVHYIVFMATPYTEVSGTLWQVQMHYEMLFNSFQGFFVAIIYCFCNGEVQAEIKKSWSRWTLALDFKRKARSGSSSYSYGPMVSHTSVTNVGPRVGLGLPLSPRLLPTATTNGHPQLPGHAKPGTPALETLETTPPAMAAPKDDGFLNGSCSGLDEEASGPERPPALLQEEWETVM
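HEK-293-derived GP2 cells expressing PTHR1 and a GloSensor cAMP reporter, 3,000/well, plated overnight, given luciferin plus IBMX (each 0.5 mM as added) for 1 h at 37 °C, then compound for 1 h at 37 °C. Luminescence was read after 15 min at room temperature.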
* hit, by the source's call; i = inactive; ? = inconclusive; . = not tested or not shown; & = joins results of further samples; [ ] = dose if it differs, or a comment. Unless noted, calls come from the whole dose curve; as a rule, active = well fitted curve in the direction sought with a large enough effect; inconclusive = small, poorly fitted or top-dose-only effect, or another doubt; inactive = no such curve, though single readings can be large; an effect the other way counts as inactive or inconclusive. Only part of the results is shown; rates above refer to the full screens.

SMILES | PTHR1 agonist | aSyn yeast inh | TDP43 rescue | GLP1R ag | GLP1R inv ag | DRD3 antagonist | Abeta rescue | FUS yeast rescue | Akt phos inh
CN(C)C(=O)Oc1ccc2c(c1)O/C(=C\c1ccccc1)C2=O | i | -4% | -1% | 11% | -3% | 3 | -13% | 18% | i
Cc1cc(OCC(=O)N2CCCN(C)CC2)ccc1Cl | i | 2% | 1% | -4% | ? | 12 | 1% | 3% | i
Cc1cc(=O)n(-c2ccccc2)n1-c1ccccc1 | i | 3% | 6% | 3% | 7% | -2 | 8% | . | i
CCN(CC)CCOC(=O)C(O)(c1ccccc1)c1ccccc1 | i | -1% | 0% | 3%&8% | -3% | -26 | -12% | -26% | i
CCCCCCn1c(O)c(C=NCCN2CCOCC2)c(=O)[nH]c1=O | i | 0% | -5% | 1% | 4% | -2 | 3% | -27% | i
CCCC[N+]1(C)[C@@H]2CC(OC(=O)[C@H](CO)c3ccccc3)C[C@H]1[C@@H]1O[C@@H]12 (some centres undefined) | i | 6% | 1% | 20% | 1% | 0 | -1% | -41% | i
O=[N+]([O-])c1cc(Cl)c(Cl)cc1Cl | -35%[inhibitor] | -1% | 24% | 3% | -10% | 11 | -21% | -42% | i
COC(=O)Cn1cc(C=C2C(=O)N(C)C(=O)N(C)C2=O)c2ccccc21 | -10% | -3% | 10% | -4% | 2% | -1 | -6% | -7% | i
c1cnc(OCCN2CC2)cn1 | ? | 1% | 5% | 10% | 4% | 16 | 0% | . | i
COc1ccc(Br)cc1CN1CCN(C(=O)Cc2ccccc2)CC1 | i | -13% | -1% | 7% | ? | -9 | -1% | 16% | i
O=C(Cc1ccccc1)OCC(=O)N1CCN(S(=O)(=O)c2ccc(Cl)cc2)CC1 | i | 0% | -2% | 5% | 18% | -11 | -7% | 1% | i
Cc1cc(-n2c(/C=C/c3cccs3)nc3ccccc3c2=O)ccc1Br | -49%[inhibitor] | . | 8% | . | 3% | . | -15% | 28% | .
Cc1ccc2c(c1)C1CN(C)CCC1N2C(=O)/C(C#N)=C/c1ccc2c(c1)OCO2 (centres undefined) | -11% | -10% | -15% | 1% | -9% | -25 | 3% | -10% | i
Cc1ccc(C2N3CCCN23)cc1 (centres undefined) | i | 1% | -14% | 18% | 0% | 10 | 7% | -4% | i
C[C@]12CCC(=O)C=C1CC[C@@H]1C2CC[C@]2(C)C(=O)CCC12 (some centres undefined) | i | -2% | ? | 11% | 69%[activator] | -5 | -19% | -31% | i
Oc1c(Cl)c(Cl)c(Cl)c(Cl)c1Cl | -49%[inhibitor] | -7% | -92%[inhibitor] | -2% | ? | 38 | -95%[inhibitor] | -42% | i
Oc1c(Cl)cc(Cl)cc1CN1CCN(Cc2ccccc2)CC1 | i | 0% | -36% | 1% | ? | -51* | -4% | 25% | i
CCCNC(=O)N1[C@H]2CC[C@@H]1C(C(=O)OC)=C(c1cc3ccccc3s1)C2 | -18% | 2% | 6% | -1% | ? | 5 | -8% | 13% | i
Cc1cccc(NP2(=O)NCCCN2)c1 | 15% | 1% | -31%[inhibitor] | 0% | 2% | -3 | 8% | 42% | i
O=C(c1ccc2c(c1)ncn2C1CCCCC1)N1CCC2(CC1)OCCO2 | -10%[57.5 µM] | -3% | -8% | 17% | ? | 38 | 4% | -1% | i
CCOP(=O)(CCP(=O)(OCC)OCC)OCC.C[CH2][Sn]([Cl])([Cl])[CH2]C | -38% | 22% | 11% | -7% | ? | ? | 2% | . | i
Cc1ccc(S(=O)(=O)c2nc(-c3ccccc3Cl)oc2N(C)C2CCN(C)CC2)cc1 | i | 10% | -24% | 2% | ? | 1 | -8% | . | i
COc1ccc(CCNCc2cccn2C)cc1OC | i | -1% | 14% | -1% | 1% | -5 | -6% | -23% | i
CSCCC(NC(=O)CCC(=O)OC1CC[C@H]2[C@@H]3CC[C@H]4CC(=O)CC[C@]4(C)[C@H]3CC[C@]12C)C(=O)O (some centres undefined) | i | 4% | 19% | 3% | 39%[activator] | 1 | 4% | 17% | i
O=C(c1cc(-c2cccnc2)nc2ccccc12)N1CCC2(CC1)OCCO2 | -12%[57.5 µM] | -1% | -13% | -3% | 1% | 22 | 22% | 16% | i

Later entries:
SMILES | PTHR1 agonist | aSyn yeast inh | TDP43 rescue | GLP1R ag | GLP1R inv ag | DRD3 antagonist | Abeta rescue | FUS yeast rescue | Akt phos inh
CCOC(=O)[C@]12Cc3cc(Cl)ccc3[C@H]1N(Cc1ccccc1)C(=O)c1ccccc12 | -2% | -14% | 0% | 0% | ? | ? | -10% | ? | i
O=C(/C=C/c1c[nH]c2ccccc12)c1c(O)n(CCc2ccccc2)c(=O)[nH]c1=O | i | 5% | -1% | 8% | -7% | -6 | -8% | 12% | i
COc1cc(CC2C(=O)N(C)C(=O)N(C)C2=O)ccc1OCc1ccccc1 | i | -12% | 9% | 7% | 0% | 5 | 5% | 3% | i
Cc1ccc(C(=O)Nc2ccc(Cl)cc2C(=O)c2ccccc2)cc1 | -19%[57.5 µM] | -4% | -11% | -4% | -15% | -10 | 2% | 20% | i
C=CCn1c(O)c(C(CC)=Nc2ccccc2NC(C)=O)c(=O)[nH]c1=O | 23%[57.5 µM] | -9% | -9% | 1% | -4% | -13 | -18% | 23% | i
CC(=O)c1ccc(OC(NC(=O)Cc2ccccc2)C(Cl)(Cl)Cl)cc1 (centres undefined) | -1%[57.5 µM] | 14% | -4% | 1% | 0% | 8 | 10% | -2% | i
C[C@]12CC[C@@H](O)C[C@@H]1CC[C@@H]1[C@@H]2CC[C@]2(C)C(=O)CC[C@@H]12 | -7% | 1% | 18µM* | -3% | 25% | 0 | -38%[inhibitor] | -21% | i
O=c1[nH]c(=O)n(Cc2ccccc2)c(O)c1/C=N/Nc1c(F)c(F)c(F)c(F)c1F | i | -1% | 7% | -8% | 6% | 26 | 16% | -20% | i
O=C1NC(=O)N(Cc2ccccc2)C(=O)/C1=C/c1cnc(-c2ccccc2)nc1 | -18% | -4% | -9% | 8% | 4% | -9 | -4% | 11% | i
COc1ccc(-n2nnnc2C(c2cccs2)N2CCC3(CC2)C(=O)NCN3c2ccccc2)cc1 (centres undefined) | -17% | -8% | 13% | -5% | -15% | 5 | -9% | ? | i
COc1ccccc1N(CC(=O)NC1CCCC1)C(=O)c1cnn(C(C)C)c1 | -2% | 3% | 1% | 1% | 1% | ? | 11% | 7% | i
O=C1CC(=O)N(c2ccc(Cl)cc2Cl)C(=O)N1 | i | -3% | 23% | -9% | 10% | 22 | 0% | 20% | i
Cc1cccn2c(=O)c(C=Nc3ccccc3)c(NCc3ccco3)nc12 | i | 0% | 6% | 4% | 73%[activator] | -18 | -28% | 38% | i
O=C(c1cccc(C(F)(F)F)c1)C1CCCN(Cc2ccccc2O)C1 (centres undefined) | -5% | 0% | 9% | 10% | -22% | 0 | -11% | 0% | i
COc1ccc(CN2CCCC(C(=O)c3ccc(Cl)cc3)C2)c(OC)c1 (centres undefined) | -33% | 1% | 23% | -6% | ? | -60* | 2% | 9% | i
Cc1ccccc1NC(=O)CCl | -7% | -6% | -3% | 1% | 7% | -23 | -18% | -3% | i
CN1CCC(OC(=O)c2ccccc2)CC1 | i | 1% | -6% | 4% | ? | 6 | 1% | -34% | i
CS(=O)(=O)c1ccc(C2=C(CNC(=O)c3ccc([N+](=O)[O-])cc3)[C@H]3CC[C@@H](C2)N3Cc2ccccc2)cc1 | -21% | 5% | 24% | 1% | -27% | -86* | -9% | -1% | i
CCOC(=O)C(O)(c1ccc(N=Cc2ccccc2O)c(C)c1)C(F)(F)F (centres undefined) | i | -2% | 6% | 8% | -7% | -14 | -8% | -7% | i
CC(C)(C)n1nnnc1C(c1ccnc2ccccc12)N1CCC2(CC1)C(=O)NCN2c1ccccc1 (centres undefined) | -21% | 2% | 18% | -6% | 25% | 4 | -15% | 4% | i
O=C(Nc1cccc(OC(=O)N2CCCCC2)c1)N1CCOCC1 | -25% | 7% | -13% | -9% | 13% | 6 | -12% | -25% | i
Cn1c(N2CCNCC2)nc2ccccc21 | i | 22% | -18% | -5% | 0% | -12 | -1% | 2% | i
CCC(=NCCC(c1ccccc1)c1ccccc1)c1c(O)[nH]c(=O)[nH]c1=O | -26% | -17% | 16% | ? | 88%[activator] | 13 | 7% | -16% | i
Cc1cccc(NC2=NCCCS2)c1C | -11%[57.5 µM] | -6% | -23% | -2% | -11% | -20 | -16% | -26% | i
O=c1[nH]c(O)c(N=Nc2ccc(S(=O)(=O)N3CCOCC3)cc2)c(=O)[nH]1 | i | 10% | -1% | 0% | -4% | 5 | 1% | 16% | i
O=C1NC(=O)N(c2ccccc2)C(=O)/C1=C\c1ccccc1[N+](=O)[O-] | 18% | -10% | -20% | 3% | 10% | 19 | -21% | 23% | i

Grouped by structure: the compounds so far with bromine (two)
SMILES | PTHR1 agonist | aSyn yeast inh | TDP43 rescue | GLP1R ag | GLP1R inv ag | DRD3 antagonist | Abeta rescue | FUS yeast rescue | Akt phos inh
COc1ccc(Br)cc1CN1CCN(C(=O)Cc2ccccc2)CC1 | i | -13% | -1% | 7% | ? | -9 | -1% | 16% | i
Cc1cc(-n2c(/C=C/c3cccs3)nc3ccccc3c2=O)ccc1Br | -49%[inhibitor] | . | 8% | . | 3% | . | -15% | 28% | .
